# From PubChem BioAssay
# CHO-K1 Ca ag: counter-screen for M1 agonists: effect in parental CHO-K1 cells | Fluo-8 calcium fluorescence; scaled to maximal ATP response, vehicle zero | activation, % at 3 µM | 360,000 compounds, 0.48% hits; in the data active = activation above about 15%;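 also: untransfected CHO-K1 host cells lacking M1 receptor as counterscreen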
# OXTR potentiate: human OXTR potentiation; activation, % at 3 µM; 320,000 compounds, 0.061% hits; CHO-OTR cells, Fluo-8 calcium fluorescence, potentiator mode; 0% = oxytocin EC15, 100% = EC100;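 active = activation above that plate's cutoff, the mean activation of tested compounds plus 3 SD, cut at about 6.6% in these data, passing the limit was not always enough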;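 also: 100% uses oxytocin at 75 nM as the full agonist control; some results filed as inactive read as strong as hits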
# Target sequence (P30559 whole entry, looked up): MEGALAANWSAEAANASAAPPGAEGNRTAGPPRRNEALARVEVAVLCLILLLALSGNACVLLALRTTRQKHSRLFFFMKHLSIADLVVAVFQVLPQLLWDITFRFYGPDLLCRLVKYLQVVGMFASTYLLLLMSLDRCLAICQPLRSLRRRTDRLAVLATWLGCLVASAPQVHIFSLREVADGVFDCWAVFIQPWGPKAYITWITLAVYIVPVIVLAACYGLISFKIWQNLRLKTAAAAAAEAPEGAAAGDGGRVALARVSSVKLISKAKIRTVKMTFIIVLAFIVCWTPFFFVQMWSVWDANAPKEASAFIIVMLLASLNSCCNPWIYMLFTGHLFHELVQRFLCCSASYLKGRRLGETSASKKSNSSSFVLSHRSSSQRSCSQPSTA
#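 test system = CHO-OTR cells, human receptor | compound = single-point 3.0 µM | schedule = 6 min compound pre-incubation at room temperature, 100 s kinetic read | signal = Fluo-8 no-wash calcium dye fluorescence, excitation 470-495 nm, emission 515-575 nm | repeats = single well per compound, singlicate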
# CHRM1 PAM: potentiates human M1 receptor response to acetylcholine | P11229 | CHO-K1 hM1, Fluo-8 calcium fluorescence, ACh EC20; 0% = ACh EC20, 100% = maximal ACh | activation, % at 3 µM | 360,000 compounds, 0.088% hits; in the data active = activation above about 19%, passing the limit was not always enough
# Target sequence (P11229 whole entry, looked up): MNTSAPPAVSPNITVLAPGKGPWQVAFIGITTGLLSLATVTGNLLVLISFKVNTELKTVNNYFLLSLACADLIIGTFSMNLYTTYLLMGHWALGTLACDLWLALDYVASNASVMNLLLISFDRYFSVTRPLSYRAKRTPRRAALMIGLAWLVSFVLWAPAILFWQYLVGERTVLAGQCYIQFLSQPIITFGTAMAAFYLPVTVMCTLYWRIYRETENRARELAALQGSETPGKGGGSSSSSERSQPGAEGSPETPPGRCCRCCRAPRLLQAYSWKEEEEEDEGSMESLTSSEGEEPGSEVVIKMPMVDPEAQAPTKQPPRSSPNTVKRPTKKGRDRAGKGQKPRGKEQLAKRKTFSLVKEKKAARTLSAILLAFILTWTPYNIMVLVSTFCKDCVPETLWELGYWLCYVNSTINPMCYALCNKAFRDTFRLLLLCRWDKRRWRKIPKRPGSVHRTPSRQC
# M4 antag: antagonists of human muscarinic M4 receptor (CHRM4); inhibition, % at 3 µM; 360,000 compounds, 0.73% hits; AID 624125; CHO-hM4 cells, ACh EC80, Fluo-8 calcium fluorescence;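 active = inhibition above its plate's cutoff, the mean inhibition of sample wells plus 3 SD, cut at about 27% in these data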;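 also: 0% = acetylcholine EC80 with DMSO and 100% = DMSO without agonist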
# CHRM4 agonist: agonists of human muscarinic M4 receptor (CHRM4); CHO-K1 hM4/Gqi5, Fluo-8 calcium fluorescence; vehicle 0%, full acetylcholine response 100%; 360,000 compounds, 0.14% hits; P08173; activation, % at 3 µM;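 active = activation above the run mean over all test wells plus 3 SD, cut at about 32% in these data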;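 also: peak over basal fluorescence ratio per well then scaled between controls; 0% = DMSO wells and 100% = acetylcholine at EC100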
# CHO-K1 Ca antag: counter-screen for M1 antagonists: effect in parental CHO-K1 cells; 360,000 compounds, 0.6% hits; AID 602250; ATP-induced calcium, Fluo-8 fluorescence; inhibition, % at 3 µM;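 active = inhibition above a per-plate cutoff, the plate's mean sample inhibition plus 3 SD, cut at about 24% in these data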;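 also: 0% = DMSO plus EC80 ATP and 100% = DMSO alone without ATP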
# M1 ag: activates human CHRM1 receptor; P11229; CHO-K1 hM1, Fluo-8 calcium fluorescence, agonist mode; 0% DMSO, 100% acetylcholine EC100; activation, % at 3 µM; 360,000 compounds, 0.33% hits; AID 588814;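 active = activation above the run's mean compound activation plus 3 SD, cut at about 16% in these data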;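 also: peak over basal fluorescence ratio within a 140 s kinetic read after compound addition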
# M1 antag: human CHRM1 antagonism. 360,000 compounds, 1.3% hits. inhibition, % at 3 µM. P11229. CHO-K1 hM1, Fluo-8 calcium fluorescence, ACh EC80 antagonist. AID 588852;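 active = percent inhibition above its own plate's cutoff, namely the mean of that plate's compound wells plus 3 SD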;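 also: peak over basal fluorescence ratio during 140 s after agonist addition; 0% = ACh EC80 plus DMSO and 100% = DMSO alone without agonist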
# CHO parental Ca: signal in parental CHO cells, OX1R antagonist counter-screen | inhibition, % at 5.6 µM | 330,000 compounds, 0.63% hits | AID 463079 | parental CHO-K1, ATP-induced calcium, Fluo-8 fluorescence;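 active = inhibition above that plate's mean sample inhibition plus 3 SD, cut at about 26% in these data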;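 also: 0% = ATP-challenged DMSO wells and 100% = DMSO wells without ATP; some compounds past the cut are filed as inactive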
#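 Material – parental CHO cells · Reagent – ATP stimulus · Compound – single nominal dose of 5.6 µM per compound · Detection – Fluo-8 fluorescence · Read-out basis – percent inhibition of calcium signal · Controls – ATP-challenged DMSO wells low, unchallenged DMSO wells high · Repeats – no replicates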
# Numbers without * were called inactive; x = no result given. An unsorted share of the library; 2.9% or so of the library scored in one or more.
SMILES,CHO-K1 Ca ag,OXTR potentiate,CHRM1 PAM,M4 antag,CHRM4 agonist,CHO-K1 Ca antag,M1 ag,M1 antag,CHO parental Ca
CCCCC(=O)NC1(C(F)(F)F)C(=O)Nc2c1c(=O)n(C)c(=O)n2C (stereo not given),1.1,-12,6,1,2,-4,-2,0,-10
CCOC(=O)C1CCCN(C(=O)c2ccccc2)CC1 (stereo not given),0.4,x,11,-11,1,-13,-1,-14,x
CCOc1ccc(-c2cn(CCC#N)cn2)cc1,-0.4,-5,8,1,0,-13,-2,-9,-6
Cc1cc(NC(=O)CS(=O)(=O)Cc2ccccc2)no1,-0.5,0,-2,-1,1,0,-8,-4,-9
Cc1ccc(OCC(O)Cn2c(NCCc3ccccc3)nc3c2c(=O)[nH]c(=O)n3C)cc1 (stereo not given),-0.5,-4,5,3,-2,-18,-3,-8,-20
Cc1ccc(C)c(N2CCN(C(=O)Cc3c(C(=O)O)[nH]c4ccc(Cl)cc34)CC2)c1,0.5,-1,-1,0,1,-13,-5,8,-2
Cc1c(NC(=O)c2cc(-c3cccs3)nc3ccccc23)c(=O)n(-c2ccccc2)n1C,4.9,-10,-16,20,13,12,-1,23,-18
CCc1ccc(NC(=S)NC2CC3CCCC(C2)N3Cc2cccs2)cc1 (stereo not given),4.1,-10,-22,8,8,6,1,27*,-17
Cc1ccc(C(=O)CCc2ccc(N)cc2)cc1,1.6,-8,5,0,1,-9,-3,-16,-6
COC(=O)c1ccc(S(N)(=O)=O)o1,0.1,6,8,3,1,-3,-2,-1,5
COCCSc1ccccc1C(=O)N1CCOCC1,0.0,5,2,4,0,-6,-5,-5,0
O=C(O)c1cccc(S(=O)(=O)Nc2ccc(O)c(Sc3nc4ccccc4s3)c2)c1,0.0,0,-2,2,2,2,-5,8,-11
CCOC(=O)c1c(C)[nH]c(C(=O)COC(=O)CN2C(=O)C3CCCCC3C2=O)c1C (stereo not given),3.3,-4,6,4,11,1,0,-7,-12
O=c1c(-c2ccccc2)coc2c(CN3CCCCC3)c(O)ccc12,0.3,-7,-2,1,0,15,-5,7,2
Cc1cc(/C=N\NC(=O)c2cccs2)c(C)n1-c1ccc2ncccc2c1,1.9,-15,-6,10,9,10,-2,19,-28
CCOc1ccc(/C=N/NC(=O)c2[nH]c3ccc(C)cc3c2C)cc1,3.5,x,3,-5,6,-6,-4,-7,x
CCc1nc2ccccc2n1CC(=O)N1CCN(Cc2ccccc2)CC1,0.5,-5,9,-4,3,-9,-3,-13,-54
CNC(=S)N1CCN(c2ccc([N+](=O)[O-])cc2)CC1,0.5,-3,9,7,1,2,-3,-8,4
CC(=O)Nc1ccc(C(=O)CN2C(=O)CSC2=O)cc1,1.2,-1,5,-6,2,-14,-1,-9,2
CC(=O)c1sc2nc(CSc3nnnn3-c3ccccc3)[nH]c(=O)c2c1C,3.5,0,2,3,6,-4,-3,-2,-4
COc1ccc(CC(=O)N2CC3(C)CC2CC(C)(C)C3)cc1OC (stereo not given),0.8,-3,8,-6,5,13,0,-7,-11
COc1cc(/C=C2\N=C(c3ccccc3)NNC2=O)cc(OC)c1OC,0.0,-4,5,-6,1,3,-1,-11,-6
CN(C(=O)c1ccc(NC(=O)C2CC=CCC2C(=O)O)cc1)c1ccccc1 (stereo not given),0.6,-2,3,7,0,7,-4,1,1
CC(C)OC(=O)CN1C(=O)c2ccccc2C1=O,0.4,-1,0,0,1,0,-3,12,-3
CCn1cc(/C=N\NC(=O)c2ccccc2Cl)cn1,0.5,-6,-1,-6,1,3,-5,2,-2
# More results:
SMILES,CHO-K1 Ca ag,OXTR potentiate,CHRM1 PAM,M4 antag,CHRM4 agonist,CHO-K1 Ca antag,M1 ag,M1 antag,CHO parental Ca
CCCCNC(=O)C1(C)CCN1C(=O)c1sccc1C (stereo not given),0.7,x,7,-2,0,-2,-1,-18,x
CC(C(=O)Nc1ccon1)N1C(=O)c2ccccc2S1(=O)=O (stereo not given),2.6,-8,8,3,0,-3,-3,-7,-8
COc1ccc(OC)c(/C=N/Nc2nncn2/N=C/c2cc(OC)ccc2OC)c1,0.0,1,2,12,0,20,-5,0,-2
COc1cccc(-c2cn3nc4c(nc3n2)CCCC4)c1,0.3,-16,-2,7,0,-2,-3,7,-13
Nc1nc2ccccc2cc1C(=O)NCCCCc1ccccc1,14,x,x,14,17,15,x,x,x
CCN(CC(=O)NCc1ccc(F)cc1)C(=O)CCNS(=O)(=O)c1cccc(C)c1,0.2,-7,4,2,1,9,-4,-3,-4
CC(=O)c1cnc2nc(C)nn2c1C,0.4,-4,4,3,0,-4,-2,7,3
CCC(=O)N1CCc2cc(S(=O)(=O)NCCC(=O)NCc3ccc(F)cc3)ccc21,4.3,-7,2,-1,5,-12,-2,-2,-19
CC(=O)c1c(C)[nH]c(C(=O)NCc2ccc(F)cc2)c1C,0.7,-14,-7,3,4,5,-5,7,-20
CCOc1ccc(NC(=O)CN2C(=O)/C(=C3\SC(=S)N(C4CCS(=O)(=O)C4)C3=O)c3ccccc32)cc1 (stereo not given),0.1,x,9,5,1,13,-1,-13,x
CCOC(=O)N1CCN(S(=O)(=O)N2CCCC(C(=O)NCc3cc(OC)ccc3OC)C2)CC1 (stereo not given),0.6,x,0,2,2,0,-1,-3,x
COc1ccccc1N1CCN(CC(O)COCc2cccs2)CC1 (stereo not given),0.2,-1,-7,10,1,4,-11,3,-20
C[C@@H](C(=O)N1CCN(C(=O)OC(C)(C)C)CC1)n1cc(CCCN=C(NC(=O)OC(C)(C)C)NC(=O)OC(C)(C)C)nn1,-0.2,-5,3,5,4,-13,-11,0,-13
CCCCCCOC(=O)C(C#N)c1nc2ccccc2nc1N1CCN(C)CC1 (stereo not given),0.4,-2,2,9,2,-10,-5,-3,-29
CCOc1ccc(CNC(=O)CCCC(=O)n2ncc3cc(C)ccc32)cc1,0.1,-8,11,-5,0,-6,-3,-14,-16
Fc1ccc(-c2noc(-c3ccc4c(c3)CCO4)n2)cc1,-0.1,0,11,3,1,-8,-3,-24,-3
CCc1nc(SCC(=O)Nc2ccc(C(=O)O)cc2)n[nH]1,0.0,-1,9,-13,1,2,-1,-11,10
COc1nccnc1NS(=O)(=O)c1ccc(NC(=O)c2ccc(F)cc2)cc1,0.9,-6,29*,5,1,-5,0,-23,12
CN(C)C(=O)c1ccc(NC(=O)COc2ccc([N+](=O)[O-])cc2)cc1,1.9,-5,3,0,1,-12,-2,-3,-3
CSc1ccc(CN2CCC(C)(Oc3ccc(C(C)=O)cc3)C2)cc1 (stereo not given),0.5,x,-25,13,2,-11,-9,17,x
O=C(Nc1cccc([N+](=O)[O-])c1)c1cc(S(=O)(=O)N2CCOCC2)cs1,0.4,-12,-7,7,1,0,-4,6,-6
COc1cc2c(cc1OC)C(c1cc3ccc(C)cc3[nH]c1=O)N(C(=O)c1ccco1)CC2 (stereo not given),2.1,-4,10,4,1,-11,1,-9,-22
CC(NC(=O)CN1C(=O)COc2ccccc21)c1ccccc1 (stereo not given),0.0,-2,0,8,1,-16,-3,-20,-3
Cc1ccc2[nH]c(=O)c(CNS(=O)(=O)c3ccccc3)c(-c3ccccc3)c2c1,1.5,-7,3,-2,5,3,0,8,-33
COc1ccnc(NCc2ccc(Cl)cc2)c1C#N,1.4,-10,-5,11,1,7,-4,8,-3

# Molecules listed so far that have a Cl atom, in the order listed:
SMILES,CHO-K1 Ca ag,OXTR potentiate,CHRM1 PAM,M4 antag,CHRM4 agonist,CHO-K1 Ca antag,M1 ag,M1 antag,CHO parental Ca
Cc1ccc(C)c(N2CCN(C(=O)Cc3c(C(=O)O)[nH]c4ccc(Cl)cc34)CC2)c1,0.5,-1,-1,0,1,-13,-5,8,-2
CCn1cc(/C=N\NC(=O)c2ccccc2Cl)cn1,0.5,-6,-1,-6,1,3,-5,2,-2
COc1ccnc(NCc2ccc(Cl)cc2)c1C#N,1.4,-10,-5,11,1,7,-4,8,-3

# Marked active in M1 antag, of those listed so far:
SMILES | OXTR potentiate | CHRM1 PAM | M4 antag | CHRM4 agonist | M1 ag | M1 antag
CCc1ccc(NC(=S)NC2CC3CCCC(C2)N3Cc2cccs2)cc1 (stereo not given) | -10 | -22 | 8 | 8 | 1 | 27*

# (next part)
SMILES,CHO-K1 Ca ag,OXTR potentiate,CHRM1 PAM,M4 antag,CHRM4 agonist,CHO-K1 Ca antag,M1 ag,M1 antag,CHO parental Ca
O=C(Nc1ccc(N2CCN(C(=O)c3ccccc3)CC2)cc1)c1ccc(Br)o1,2.8,-8,-1,2,8,-4,-1,-5,-16
COc1ccc(N2C(=O)CC(NNc3ncc(Cl)cc3Cl)C2=O)cc1 (stereo not given),0.4,-15,5,5,2,-15,-6,-4,-10
COc1ccccc1Nc1c2ccccc2nc2ccccc12,2.6,-4,-6,2,6,0,-10,4,-16
CCOC(=O)c1cc(CO)cc(C(=O)OCC)c1,-0.1,-5,8,3,0,-3,-1,-6,-3
CC(=O)NC(c1ccccc1)c1nc(-c2ccc3ccccc3c2)cs1 (stereo not given),1.9,x,9,-5,5,-12,-4,-13,x
COc1ccc(C2(c3ccc(OC)cc3)NC(=O)N(CC(=O)Nc3ccccc3C(F)(F)F)C2=O)cc1,3.0,-10,4,2,4,-7,1,0,-11
COc1ccccc1-n1cnnc1SCC(=O)Nc1ncc(Cl)cc1Cl,0.7,-16,3,1,1,-10,-2,-19,-21
Clc1ccccc1-c1nnc(CNC2CC2)o1,0.2,-10,-1,6,0,-4,-6,3,-3
COc1ccc(NC(=O)c2nc[nH]c2C(=O)N2CCN(c3ccccc3)CC2)cc1,-0.4,-8,8,-7,3,-8,0,-15,2
Cc1ccc(NC(=S)N2CCN(c3ccccc3F)CC2)c(C)c1,0.9,-2,17,-3,2,-1,-3,-21,-1
Cc1ccc(NC(=O)c2ccccc2F)c(NC(=O)c2ccccc2F)c1,2.3,-8,1,0,8,-13,-1,7,-29
COc1ccc(Nc2nc(NC(C)(C)C)nc(N3CCOCC3)n2)c(OC)c1,-0.5,-7,7,-3,-2,5,-9,-6,-27
COc1ccc(S(=O)(=O)N2CCN=C2SCc2cccc(C)c2)cc1,0.3,-15,6,-3,1,1,-3,-8,-1
CCCCOC(=O)Nc1cc(C)c(Cl)cc1OC,0.3,-8,10,-5,0,2,4,-14,-9
Cc1c(Nc2ncccc2C(=O)O)cccc1C(F)(F)F,0.4,0,-4,6,-1,-10,-2,-15,2
CCOC(=O)Cc1cnc(NC(=O)CSc2nc(C)c(CC)c(=O)[nH]2)s1,1.6,-10,2,4,3,-2,-7,3,-6
CCOC(=O)c1c(-c2cccc(N)c2)cn2ccccc12,1.9,-16,13,-1,1,-25,-4,-14,1
CCOc1ccccc1NC(=O)CSc1nnnn1Cc1ccccc1,1.3,-7,-6,-21,1,-9,-5,-2,-18
O=C(CSc1nc2ccccc2n1CC(=O)N1CCCC1)Nc1nccs1,0.4,1,4,-14,1,-12,-1,-8,-14
Cc1cc(C)c2oc(C(=O)N3CCN(C)CC3)cc(=O)c2c1,-0.5,-5,32*,-21,1,-17,-2,-33,8
O=[N+]([O-])c1cc(C(F)(F)F)cc([N+](=O)[O-])c1Sc1n[nH]c(C(F)(F)F)n1,0.0,-3,0,1,0,1,-4,2,2
COc1ccccc1-c1cc2nc(NCc3cccc(Cl)c3)ccn2n1,2.4,x,7,-18,8,-12,4,-15,x
